Bioassay records as filed in PubChem BioAssay.
GSTO1 inh: blocks human GSTO1 in RBBP9 counter-screen; P78417; recombinant GSTO1, activity-based probe fluorescence polarization; inhibition, % at 5.96 µM; hit rate 1.1% among 300,000; AID 1974;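 active = inhibition above the campaign mean inhibition plus 3 SD, cut at about 35% in these data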;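 also: 0% = GSTO1-1 with DMSO and 100% = wells lacking GSTO1-1 enzyme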
Target sequence (P78417 whole entry, looked up): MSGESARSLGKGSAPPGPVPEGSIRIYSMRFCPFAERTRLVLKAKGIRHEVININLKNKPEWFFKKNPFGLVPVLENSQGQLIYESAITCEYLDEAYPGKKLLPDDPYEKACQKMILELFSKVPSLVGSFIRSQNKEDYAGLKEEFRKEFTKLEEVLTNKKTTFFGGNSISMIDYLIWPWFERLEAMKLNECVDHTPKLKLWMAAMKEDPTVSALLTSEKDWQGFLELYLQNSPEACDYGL
LYPLA1 counter: counter-screen for PME1 inhibitors: inhibitors of human LYPLA1. hit rate 0.16% among 320,000. O75608. inhibition, % at 5.9 µM. recombinant LYPLA1, FP-Rh probe fluorescence polarization;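 active = inhibition above the mean of all tested compounds plus 3 SD, set per campaign, cut at about 14% in these data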;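 also: inhibitors block serine hydrolase probe labeling of LYPLA1 so polarization falls; 0% = enzyme with DMSO and 100% = wells lacking LYPLA1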
Target sequence (O75608 whole entry, looked up): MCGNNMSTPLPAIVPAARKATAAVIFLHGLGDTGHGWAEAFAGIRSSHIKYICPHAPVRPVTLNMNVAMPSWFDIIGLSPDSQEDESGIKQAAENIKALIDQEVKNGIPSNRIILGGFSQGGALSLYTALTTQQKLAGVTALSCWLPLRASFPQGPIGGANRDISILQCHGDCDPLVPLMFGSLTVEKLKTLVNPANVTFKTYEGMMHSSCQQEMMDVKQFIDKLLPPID
PAFAH1B2 FP inh: blocks human PAF acetylhydrolase 1b catalytic subunit 2. P68402. recombinant PAFAH1B2, FP-rhodamine activity probe, fluorescence polarization. inhibition, % at 3.39 µM. hit rate 1.2% among 340,000. AID 492953;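 active = inhibition above the mean of all tested compounds plus 3 SD, cut at about 24% in these data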;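 also: 0% = enzyme with DMSO and 100% = wells lacking PAFAH1B2; many of its hits are not listed in these tables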
Target sequence (P68402 whole entry, looked up): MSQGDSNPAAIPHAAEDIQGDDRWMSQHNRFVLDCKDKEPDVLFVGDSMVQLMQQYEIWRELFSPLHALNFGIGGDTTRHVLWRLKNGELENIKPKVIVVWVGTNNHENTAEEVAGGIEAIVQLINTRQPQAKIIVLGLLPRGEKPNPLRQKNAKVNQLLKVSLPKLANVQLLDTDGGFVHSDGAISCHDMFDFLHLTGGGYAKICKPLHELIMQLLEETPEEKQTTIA
Fam108B inh: Fam108B inhibition, counter-screen for RBBP9 inhibitors. recombinant Fam108B, FP-Rh probe fluorescence polarization. inhibition, % at 9.51 µM. hit rate 0.33% among 300,000. AID 1947;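 active = inhibition above the screen mean inhibition plus 3 SD, computed separately per campaign, cut at about 18% in these data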;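 also: inhibitors lower polarization as less probe binds the enzyme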
PAD4 FP inh: inhibitors of human PAD4; hit rate 0.41% among 330,000; recombinant PAD4, RCA probe fluorescence polarization; inhibition, % at 6.36 µM; Q9UM07; AID 485272;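 active = percent inhibition above a cutoff equal to the mean of all tested compounds plus 3 SD, cut at about 15% in these data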;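 also: 0% = PAD4 with RCA probe and DMSO and 100% = probe without PAD4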
PAFAH2 inh: inhibitors of human PAFAH2. Q99487. recombinant PAFAH2, FP-rhodamine activity probe, fluorescence polarization. inhibition, % at 3.39 µM. hit rate 0.99% among 340,000;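 active = inhibition above the mean over all tested compounds plus 3 SD, cut at about 30% in these data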;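 also: inhibitors block probe labeling of enzyme so polarization drops; 0% = enzyme with DMSO and 100% = wells lacking PAFAH2 protein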
PME-1 inh: blocks human protein phosphatase methylesterase 1; recombinant PME-1, FP-Rh probe fluorescence polarization; AID 2130; hit rate 0.53% among 320,000; Q9Y570; inhibition, % at 5.9 µM;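 active = inhibition above the campaign mean of all compounds plus 3 SD, cut at about 26% in these data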;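 also: competitive labeling of PME-1 active site by serine hydrolase directed probe; 0% = PME-1 with DMSO and 100% = wells lacking PME-1 enzyme; inhibitors block probe labeling so polarization falls and inhibition rises; many of its hits are not listed in these tables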
pPAFAH FP inh: pPAFAH (human) enzyme inhibition | Q13093 | recombinant pPAFAH, FP-rhodamine probe fluorescence polarization | inhibition, % at 3.39 µM | hit rate 1.5% among 330,000 | AID 463082;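 active = inhibition above the mean inhibition across the screen plus 3 SD, cut at about 25% in these data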;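 also: inhibitors block binding of the rhodamine activity-based probe so polarization drops; 0% = enzyme with DMSO and 100% = wells lacking pPAFAH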
PAFAH1B3 FP inh: PAFAH1B3 (human) inhibition | recombinant PAFAH1B3, FP-rhodamine probe, fluorescence polarization | hit rate 0.28% among 340,000 | inhibition, % at 3.39 µM | AID 492972 | Q15102;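 active = inhibition above the screen-wide average of all tested compounds plus 3 SD, cut at about 25% in these data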;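 also: 0% = enzyme with DMSO only and 100% = wells lacking PAFAH1B3 protein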
Target sequence (Q15102 whole entry, looked up): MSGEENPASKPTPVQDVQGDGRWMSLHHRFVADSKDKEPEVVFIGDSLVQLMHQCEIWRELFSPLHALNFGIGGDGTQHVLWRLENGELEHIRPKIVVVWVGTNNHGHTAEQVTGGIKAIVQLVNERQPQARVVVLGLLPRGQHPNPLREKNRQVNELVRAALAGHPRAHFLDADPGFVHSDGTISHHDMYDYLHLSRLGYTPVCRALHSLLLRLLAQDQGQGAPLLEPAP
The depositor's hits bear a star; / = not tested or not shown. A portion of the library; the hit share may differ from the screen's.

SMILES	GSTO1 inh	LYPLA1 counter	PAFAH1B2 FP inh	Fam108B inh	PAD4 FP inh	PAFAH2 inh	PME-1 inh	pPAFAH FP inh	PAFAH1B3 FP inh
CCc1nnc(SCC(=O)Nc2ccccc2Cl)nc1CC	8	1	-1	-2	-1	-1	1	-6	10
O=C(NC1=NCCS1)c1cccc(OC(F)F)c1	12	-2	2	-1	-4	3	0	5	5
COc1cc2ccccc2cc1C(=O)Nc1ccc(S(=O)(=O)Nc2cc(C)on2)cc1	2	-1	4	-2	3	13	-2	0	1
O=C(O)c1cc(S(=O)(=O)N2CCCCC2)ccc1N1CCCCC1	/	0	3	/	-6	3	-3	0	9
CC(O)CNCCOc1ccccc1-c1ccccc1 (centres undefined)	-1	4	3	3	0	0	-4	3	4
COc1ccc(C(=O)CSc2nc(C)cc(=O)[nH]2)cc1C	2	3	0	3	2	1	-5	6	10
CCCOc1ccc(Br)cc1/C=N/NC(=O)c1cc(OC)c(OC)c(OC)c1	5	-1	4	-3	-3	-7	-1	-5	4
O=C(NCc1ccco1)c1ccc2c(c1)OCCO2	-5	-4	2	3	-2	-2	0	-2	1
O=C(NCCc1cccc(F)c1)[C@@H]1CSC2c3ccccc3C(=O)N21 (some centres undefined)	-4	2	-1	6	0	4	7	2	10
O=C(CCC(=O)NC1CCCCCCC1)Nc1nnc(C(F)(F)F)s1	10	-2	7	-2	-2	2	-5	1	11
Cc1ccccc1OCc1nc2c3c(ncn2n1)-c1ccccc1CC31CCCC1	-3	-1	3	0	2	10	1	3	-1
Cc1ccc(-c2nc3ncccn3c2NC2CCCC2)o1	3	-1	7	1	1	1	-1	-2	6
Cc1ccc(S(=O)(=O)N2CCOCC2)cc1C(=O)NCc1ccc2c(c1)OCO2	2	2	3	4	-4	6	3	-1	1
Cc1cccc(C)c1OCc1cc(C(=O)N2CCCC2c2nonc2C)no1 (centres undefined)	-1	-3	2	0	-5	-5	10	14	10
CC[C@]12c3[nH]c4ccc(Cl)cc4c3CCN1C(=O)[C@@H](CC(=O)NCCC1=CCCCC1)C[C@@H]2C(=O)N1CCN(C(=O)c2ccco2)CC1	/	/	5	/	0	-4	/	13	5
N=c1n(CCN2CCOCC2)c2ccccc2n1CC(=O)c1ccc(Cl)c(Cl)c1	-11	13	13	12	-1	3	16	9	12
COc1ccc(OC)c(C(=O)c2c(C)oc3cc([N+](=O)[O-])c(O)c([N+](=O)[O-])c23)c1	7	1	1	1	2	2	1	4	5
CCNC(=O)O/N=C1\CCCCC1c1ccc([N+](=O)[O-])cc1[N+](=O)[O-] (centres undefined)	33	1	4	5	-4	11	6	11	17
NC(=O)c1ccsc1NC(=O)CCc1ccccc1	3	-5	1	-2	-5	-5	-5	-1	10
CCN(Cc1ccccc1)C(=O)CN1C(=O)NC2(CC(C)CC(C)(C)C2)C1=O (centres undefined)	2	-3	15	1	3	-9	1	3	0
O=C1C(=O)N(CC2CCCO2)C(c2ccccc2[N+](=O)[O-])/C1=C(/O)c1ccccc1 (centres undefined)	0	1	8	0	12	2	-5	-8	8
CCN1CCN(c2ccc(S(=O)(=O)N3CCCCC3)cc2NC(=O)c2cccc(NC(C)=O)c2)CC1	1	3	5	2	0	10	-1	5	1
COC(=O)CC1C(=O)NCCN1C(=S)NC(=O)CCc1ccccc1 (centres undefined)	2	2	3	-1	-2	10	0	4	1
CC1(C)CC(N=C2C([N+](=O)[O-])=CC=C3C2=NC2(CCCCC2)N3O)CC(C)(C)N1	7	1	2	0	1	-4	1	4	2
CCOc1ccc(N(C)S(=O)(=O)c2ccc(C)c(C(=O)NCc3cccs3)c2)cc1	/	-4	0	/	-6	11	1	11	12
N#Cc1c(C(F)(F)F)cc(Cc2ccccc2)nc1SCC(=O)NCC(=O)O	7	0	3	2	0	9	-4	4	2
Cc1nc2ccccc2c2oc(C(=O)NCCCN3CCC(C)CC3)cc12	1	-4	2	1	2	0	5	2	-7
CCC(C)Nc1nc(Cl)nc(NCCOc2ccccc2)n1 (centres undefined)	5	-3	1	1	1	6	2	3	6
O=Cc1ccc(N2CCCCCC2)cc1	4	1	1	-3	-6	8	-1	2	8
COc1ccc(C(=O)NNC(=O)Cc2nc3nc(C)cc(C)n3n2)cc1	0	2	0	6	0	-1	-2	-1	-3
CC1(C)Cc2c(sc3c2c(=O)n(-c2cccc(Cl)c2)c(=O)n3CC(N)=O)CO1	3	1	3	-1	2	7	1	0	3
CCN(CC)c1ccc(C=C(c2nnnn2-c2ccccc2)c2nnnn2-c2ccccc2)cc1	5	-2	1	6	-1	-5	-5	3	3
FC(F)(F)c1cccc(CON=C2CCN(c3ncc(C(F)(F)F)cc3Cl)CC2)c1	0	6	4	3	5	-1	4	-3	9
COc1ccccc1OCC(=O)Nc1cc(Cl)ccc1Oc1ccccc1	-1	-4	2	-4	-4	2	1	0	4
CC1=CC2=C(OC1N(C)C)c1cccc3cccc(c13)C2=O (centres undefined)	9	6	17	10	18*	15	24	16	15
Cc1cc(CSc2ccccc2)ccc1NC(=O)COc1ccccc1	4	0	0	-5	0	-1	-4	2	-1
CC(=O)Nc1ccc(C(=O)CSc2cc(C)c3cccc(C)c3n2)cc1	4	-4	-1	7	4	3	9	0	-1
CCc1ccc(NC(=S)Nc2cc(OC)c(NC(=O)C(C)C)cc2OC)cc1	13	-1	6	1	2	-1	-1	7	7
COC(=O)C1=C(COc2ccccc2)NC(=O)NC1c1ccc2ccccc2c1 (centres undefined)	-2	3	/	0	-3	/	1	6	/
O=C(CN1CCN(C(=O)N2CCOCC2)CC1)Nc1ccc(Br)cc1	3	0	-2	0	3	2	-5	3	8
CCOc1ccc(/C=N/O)cc1	15	-2	4	5	2	-1	6	5	-2
O=C(NCC1CCCO1)/C(=C\c1cccc([N+](=O)[O-])c1)NC(=O)c1ccccc1 (centres undefined)	-3	1	8	-2	-6	2	1	1	2
O=C(N/N=C/c1ccc([N+](=O)[O-])o1)c1cc(-c2ccc(-c3ccccc3)cc2)nc2ccccc12	-10	-23	3	15	0	4	7	-9	4
Cc1ccc(-c2cc(=O)[nH]c(NCc3ccccc3)n2)cc1	3	-2	25*	-5	-5	4	7	-1	-3
O=S1(=O)CCN(C(CO)c2ccccc2)CC1 (centres undefined)	0	-4	5	-1	-2	3	-4	1	4
OC(COc1ccc2cc(Br)ccc2c1)CN1CCOCC1 (centres undefined)	-4	-6	4	0	3	5	0	11	2
COc1ccc(CNC(=O)C2(CC3CC(c4ccccc4)=NO3)CCN(C(=O)Cc3ccc(F)cc3)CC2)cc1 (centres undefined)	2	-1	6	-3	-1	4	-10	-3	-12
Cc1cc(C)cc(C(=O)NCC(=O)OCc2c(C)noc2C)c1	1	2	7	0	0	6	0	37*	1

A portion taken from the entries so far, as a working copy:
SMILES	GSTO1 inh	LYPLA1 counter	PAFAH1B2 FP inh	Fam108B inh	PAD4 FP inh	PAFAH2 inh	PME-1 inh	pPAFAH FP inh	PAFAH1B3 FP inh
CC1=CC2=C(OC1N(C)C)c1cccc3cccc(c13)C2=O (centres undefined)	9	6	17	10	18*	15	24	16	15
Cc1cc(CSc2ccccc2)ccc1NC(=O)COc1ccccc1	4	0	0	-5	0	-1	-4	2	-1
CC(=O)Nc1ccc(C(=O)CSc2cc(C)c3cccc(C)c3n2)cc1	4	-4	-1	7	4	3	9	0	-1
CCc1ccc(NC(=S)Nc2cc(OC)c(NC(=O)C(C)C)cc2OC)cc1	13	-1	6	1	2	-1	-1	7	7
COC(=O)C1=C(COc2ccccc2)NC(=O)NC1c1ccc2ccccc2c1 (centres undefined)	-2	3	/	0	-3	/	1	6	/
O=C(CN1CCN(C(=O)N2CCOCC2)CC1)Nc1ccc(Br)cc1	3	0	-2	0	3	2	-5	3	8
CCOc1ccc(/C=N/O)cc1	15	-2	4	5	2	-1	6	5	-2
O=C(NCC1CCCO1)/C(=C\c1cccc([N+](=O)[O-])c1)NC(=O)c1ccccc1 (centres undefined)	-3	1	8	-2	-6	2	1	1	2
O=C(N/N=C/c1ccc([N+](=O)[O-])o1)c1cc(-c2ccc(-c3ccccc3)cc2)nc2ccccc12	-10	-23	3	15	0	4	7	-9	4
Cc1ccc(-c2cc(=O)[nH]c(NCc3ccccc3)n2)cc1	3	-2	25*	-5	-5	4	7	-1	-3
O=S1(=O)CCN(C(CO)c2ccccc2)CC1 (centres undefined)	0	-4	5	-1	-2	3	-4	1	4
OC(COc1ccc2cc(Br)ccc2c1)CN1CCOCC1 (centres undefined)	-4	-6	4	0	3	5	0	11	2

The results go on:
SMILES	GSTO1 inh	LYPLA1 counter	PAFAH1B2 FP inh	Fam108B inh	PAD4 FP inh	PAFAH2 inh	PME-1 inh	pPAFAH FP inh	PAFAH1B3 FP inh
CN1CCN(/C=N/C2=C(C#N)C(c3ccccc3)C3=C(CC(C)(C)CC3=O)O2)CC1 (centres undefined)	6	2	1	5	2	5	-2	4	6
Cc1cc(-c2ccc(S(=O)(=O)Nc3ccc(C#N)cc3)s2)on1	-11	-5	2	1	-1	3	21	-2	7
Cc1cc2ncn(CCCCOc3ccccc3)c2cc1C	-2	1	-5	-4	2	-4	6	-7	7
O=C(Nc1ccccc1)NC1CCN(Cc2c(F)cccc2Cl)CC1	-9	-3	4	0	5	2	-8	-6	13
COc1ccc2oc(C(=O)OCc3nnc(-c4ccccc4)o3)c(C)c2c1	-2	-4	-2	-3	3	19	-6	-4	-3
Cc1ccc2[nH]cc(C(=O)CN3CCN(C)CC3)c2c1	18	-2	2	0	-3	-1	-11	-6	4
CC(=O)c1ccc(S(=O)(=O)Nc2ccc(-c3ccc4nncn4n3)cc2)cc1	-22	-3	4	4	3	9	-2	9	7
Cc1cccc(-c2csc(NC(=O)c3cnccn3)c2C(=O)OC(C)C)c1	2	-1	1	-4	6	3	-5	5	1
COc1ccc(NC(=O)C(NCC(C)C)c2ccccc2)cc1Cl (centres undefined)	4	2	1	-2	-1	6	-3	6	4
COc1cccc2c3c(c(C)nc12)CCN3c1ccccc1	-6	1	7	0	1	-3	4	2	6
CC1(C)CC(=NO)CC(C)(C)N1	5	0	2	2	5	-7	-7	-2	2
Cc1cccn2cc(-c3ccc(S(=O)(=O)N4CCOCC4)cc3)nc12	4	-1	2	-1	-1	3	-6	7	4
COc1ccc(OCCCCc2c(C)n[nH]c2C)cc1	-2	-1	1	-1	2	5	-5	7	13
O=C(O)C1C2CCC(C2)C1C(=O)NCCc1ccc(F)cc1 (centres undefined)	-2	0	13	-1	1	3	0	-3	11
